WRN inhibitor: inhibitors of human WRN helicase | Q14191 | WRN helicase unwinding, fluorescent forked duplex, kinetic | Potency, µM (series often up to 114 µM), for the others: at the highest dose activity change, negative = inhibition, usual class: inhibitors | 0.46% of 360,000 active; note: potency is the fitted concentration of half-maximal effect; % is set by controls: 0 for no effect and ±100 for the full control effect; nearly all actives have a fitted effect of over 55% in size
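Kinetic fluorescence helicase assay: unwinding of a quenched forked DNA duplex (100 nM final) with 2 mM ATP final raises red fluorescence (525/598 nm). Compounds sat 15 min at room temperature with 20 nM WRN beforehand.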
PLK1 PBD block: inhibitors of human PLK1 polo-box domain binding; Potency, µM, for the others: max response, negative = inhibition, actives largely listed as inhibitors; 2.8% of 360,000 active; Plk1 PBD binding of FITC phosphopeptide, fluorescence polarization; AID 720504; note: potency is the fitted concentration of half-maximal effect; series mostly up to about 57 µM; % is set by controls: 0 for no effect and ±100 for the full control effect; nearly all actives have a fitted effect of over 65% in size
IL2 activator: IL-2 activation; IL-2 activation reporter assay, cell-based qHTS; stimulated with anti-CD3/CD4/CD28 beads; in transgenic mouse T cells; activation, % (series mostly up to about 46 µM); 0.065% of 360,000 active; AID 652025; in the data active = activation above about 50%; inconclusive = mostly about 30% to 49%; note: 0% is about no effect
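Quantitative HTS in unstimulated transgenic mouse T cells, with memory T cells as non-tolerant control and PMA/ionomycin as tolerance-bypass control. Compound pretreatment lasted 60 minutes before 18 h bead stimulation; EGFP/DsRed fluorescence read.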
PI5P4Ka inh: PI5P4K alpha (human) kinase inhibition; 1.2% of 330,000 active; P48426; max response, %; PI5P4Kalpha enzyme, ADP-Glo luminescence, 60 min; active compounds read low; active = max response of -50% or lower; inconclusive = between -30% and -50%; inactive = -30% or higher; note: value at the top dose of about 77 µM; % is set by controls: 0 for no effect and ±100 for the full control effect
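Luminescence from ADP-Glo served as readout of PI5P4Kalpha activity in a qHTS format. Reaction: enzyme, substrate, compound, ATP at 5 microM final, 60 min at RT.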
FUS yeast rescue: rescues growth of FUS-expressing yeast; AID 1347120; Potency, µM (highest dose often 76.6 µM), for the others: at the top dose growth rescue (activation), usual class: activators; 0.24% of 390,000 active; S. cerevisiae FUS-expressing, growth rescue, OD600, 24 h;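 note: potency is the fitted concentration of half-maximal effect; plate controls were DMSO vehicle for no effect and reference control for full effect; nearly all actives have a fitted effect of over 55% in size; some results filed as inactive show a strong effect at the top dose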
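Galactose (2%) drives FUS expression in yeast precultured in raffinose; seeding density OD 0.005. Test compounds incubated 24hr at 30C and 99% humidity before absorbance at 600 nm was measured.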
Abeta rescue: compounds reversing amyloid beta toxicity in yeast; yeast expressing A-beta42, growth rescue, OD600, 48 h; response scale: 0% DMSO, 100% iron-clioquinol control; Potency, µM (highest dose often 46.1 µM), without a hit: top-dose growth rescue, usual class: activators; 0.063% of 410,000 active; AID 1347071; note: potency is the fitted concentration of half-maximal effect; nearly all actives have a fitted effect of over 55% in size
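Yeast A-beta toxicity model in growth medium with pinned compounds, 48 h at 30 C; growth read as absorbance at 600 nm. Normalized to FeCl3/clioquinol equimolar mix (positive) and DMSO (negative).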
EPAC1 agonist: EPAC1 (human) agonism | Potency, µM (top dose mostly 154 µM), without a hit: at the highest dose activation, usual class: activators | 0.073% of 360,000 active | AID 720707 | EPAC1 agonist qHTS, biochemical assay; response scale: 100% = response to 6.5 mM cAMP | O95398; note: potency is the fitted concentration of half-maximal effect; nearly all actives have a fitted effect of over 60% in size
Target sequence (O95398 whole entry, looked up): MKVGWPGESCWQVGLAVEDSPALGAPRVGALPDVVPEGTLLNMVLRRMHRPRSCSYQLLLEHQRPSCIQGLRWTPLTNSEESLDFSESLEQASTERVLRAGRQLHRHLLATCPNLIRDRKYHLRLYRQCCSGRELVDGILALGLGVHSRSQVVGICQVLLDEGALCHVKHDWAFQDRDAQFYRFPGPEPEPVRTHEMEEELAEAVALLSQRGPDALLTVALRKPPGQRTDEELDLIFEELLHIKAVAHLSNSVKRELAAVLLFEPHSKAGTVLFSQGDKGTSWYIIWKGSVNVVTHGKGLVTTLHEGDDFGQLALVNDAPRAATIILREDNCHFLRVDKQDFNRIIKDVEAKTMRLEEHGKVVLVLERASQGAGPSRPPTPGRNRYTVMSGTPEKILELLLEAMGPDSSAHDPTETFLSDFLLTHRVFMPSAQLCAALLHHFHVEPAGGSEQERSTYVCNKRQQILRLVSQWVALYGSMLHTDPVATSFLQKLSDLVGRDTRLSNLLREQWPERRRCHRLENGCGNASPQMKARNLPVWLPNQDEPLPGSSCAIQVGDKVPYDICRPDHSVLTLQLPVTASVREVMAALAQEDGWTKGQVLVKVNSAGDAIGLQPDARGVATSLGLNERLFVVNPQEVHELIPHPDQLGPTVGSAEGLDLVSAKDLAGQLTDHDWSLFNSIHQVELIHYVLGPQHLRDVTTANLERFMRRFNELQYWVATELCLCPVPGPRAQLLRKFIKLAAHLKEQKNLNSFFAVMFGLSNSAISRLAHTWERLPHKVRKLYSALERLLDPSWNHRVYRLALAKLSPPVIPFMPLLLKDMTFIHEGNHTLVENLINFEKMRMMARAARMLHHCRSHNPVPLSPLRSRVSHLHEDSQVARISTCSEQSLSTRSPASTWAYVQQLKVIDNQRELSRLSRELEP
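Normalized to 6.5 mM cAMP, activity reflects EPAC1-catalysed release of BODIPY-GDP from Rap1B, followed kinetically over 30 min at 480 nm excitation, 540 nm emission. Reaction contained 100 nM EPAC1, 250 nM Rap1B-BODIPY-GDP, 50 uM GDP.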
EPAC1 antagonist: EPAC1 (human) antagonism. EPAC1 GEF assay, Rap1b-BODIPY-GDP exchange fluorescence. O95398. Potency, µM (highest dose often 115 µM), for inactives: top-dose activity change, negative = inhibition, actives largely listed as inhibitors. 0.14% of 360,000 active. AID 720709;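 note: potency is the fitted concentration of half-maximal effect; plate controls were vehicle for no effect and positive control for full effect; nearly all actives have a fitted effect of over 50% in size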
Numbers without * were called inactive; [ ] = dose if it differs, or a comment. Unless noted, calls come from the whole dose curve; as a rule, active = well fitted curve in the direction sought with a large enough effect; inconclusive = small, poorly fitted or top-dose-only effect, or another doubt; inactive = no such curve, though single readings can be large; an effect the other way counts as inactive or inconclusive. Hits appear at their usual frequency; overall some 4.1% were active at least once.

For CC(=O)c1cccc(NC(=O)NC2CCCCCCC2)c1 the results were WRN inhibitor 4%, PLK1 PBD block 3%, IL2 activator -3.5, PI5P4Ka inh 9, FUS yeast rescue 8%, Abeta rescue -1%, EPAC1 agonist -12% and EPAC1 antagonist 1%.
For CC(=O)NC(Cc1ccc(F)cc1)C(=O)NC1CCN(C(=O)Nc2ccc(F)cc2)CC1 (stereo unspecified) the results were WRN inhibitor -1%, PLK1 PBD block 1%, IL2 activator -0.9, PI5P4Ka inh 1, FUS yeast rescue -1%, Abeta rescue -15%, EPAC1 agonist -12% and EPAC1 antagonist 5%.
`O=C1CC(c2cccc(F)c2)SC(N(c2ccccc2)c2ccccc2)=N1` (stereo unspecified) gave WRN inhibitor -1%, PLK1 PBD block -5%, IL2 activator 0.3, FUS yeast rescue 10%, Abeta rescue -14%, EPAC1 agonist 10% and EPAC1 antagonist -4%.
`O=C(Nc1sc2c(c1C(=O)O)CCC2)c1ccccc1F` gave WRN inhibitor -2%, PLK1 PBD block -3%, IL2 activator 0.9, PI5P4Ka inh -23, FUS yeast rescue 0%, Abeta rescue -44%, EPAC1 agonist -1% and EPAC1 antagonist inconclusive.
For CC(CCc1ccccc1)N1CCN(C)CC1 (stereo unspecified) the results were WRN inhibitor -18%, PLK1 PBD block -6%, IL2 activator -0.1, PI5P4Ka inh -3, FUS yeast rescue -8%, Abeta rescue 23%, EPAC1 agonist 0% and EPAC1 antagonist -17%.
`Cc1ccc(-c2nn(-c3ccccc3)cc2/C=C/C(=O)OCC(=O)NC2CC2)o1` gave WRN inhibitor -3%, PLK1 PBD block -11%, IL2 activator -2.7, PI5P4Ka inh 0, FUS yeast rescue 8%, Abeta rescue -5%, EPAC1 agonist -2% and EPAC1 antagonist 13%.
O=C(CSC1CCCCC1)Nc1nccs1 was read as WRN inhibitor -9%, PLK1 PBD block 0%, IL2 activator 0.8, PI5P4Ka inh -2, FUS yeast rescue inconclusive, Abeta rescue 5%, EPAC1 agonist -6% and EPAC1 antagonist -3%.
Screening Cc1cccc(-c2c3c(=O)n(C)c(=O)n(C)c3cn2CC2CCCO2)c1 (stereo unspecified) returned WRN inhibitor -4%, PLK1 PBD block -14%, IL2 activator 0.0, PI5P4Ka inh 1, FUS yeast rescue -5%, Abeta rescue 11%, EPAC1 agonist 10% and EPAC1 antagonist -15%.
For O=C1c2cccc3cccc(c23)C(=O)N1Nc1ccccc1 the results were WRN inhibitor 2%, PLK1 PBD block 7%, IL2 activator -0.7, PI5P4Ka inh -10, FUS yeast rescue 8%, Abeta rescue -14%, EPAC1 agonist 8% and EPAC1 antagonist inconclusive.
CC1CC(=O)N(CC(=O)Nc2ccc(F)cc2)c2ccccc2S1(=O)=O (stereo unspecified) was read as WRN inhibitor -5%, PLK1 PBD block 2%, IL2 activator 1.8, PI5P4Ka inh 0, FUS yeast rescue 17%, Abeta rescue 10%, EPAC1 agonist 4% and EPAC1 antagonist -8%.
For CSc1nnc(N2C(=O)C(O)=C(C(=O)c3ccco3)C2c2ccccc2)s1 (stereo unspecified) the results were WRN inhibitor -7%, PLK1 PBD block -11%, IL2 activator -0.1, PI5P4Ka inh -25, FUS yeast rescue 21%, EPAC1 agonist 7% and EPAC1 antagonist -18%.
Screening CCOC(=O)c1c(C)[nH]c(C(=O)C(C)OC(=O)c2oc3ccccc3c2COC)c1C (stereo unspecified) returned WRN inhibitor 8%, PLK1 PBD block -8%, IL2 activator 0.0, PI5P4Ka inh -2, FUS yeast rescue -18%, Abeta rescue 8%, EPAC1 agonist 5% and EPAC1 antagonist -4%.
For O=C(COC(=O)c1ccccn1)NCc1cccs1 the results were WRN inhibitor -1%, PLK1 PBD block -11%, IL2 activator -2.7, PI5P4Ka inh -5, FUS yeast rescue 1%, Abeta rescue -5%, EPAC1 agonist 7% and EPAC1 antagonist 1%.
Screening CCc1ccc(N2CCN(C(=O)N3CCOCC3)CC2)cc1 returned WRN inhibitor 5%[57.1 µM], PLK1 PBD block -6%, IL2 activator 0.6, PI5P4Ka inh -3, FUS yeast rescue -10%, Abeta rescue -6%, EPAC1 agonist 0% and EPAC1 antagonist -8%.
For CC(C)COC(=O)N1CC(O)CC1C(=O)O (stereo unspecified) the results were WRN inhibitor 1%, PLK1 PBD block -5%, IL2 activator -0.5, PI5P4Ka inh 0, FUS yeast rescue -16%, Abeta rescue 8%, EPAC1 agonist -4% and EPAC1 antagonist -1%.
For COC(=O)/C(=C\c1c[nH]c2ccccc12)NC(C)=O the results were WRN inhibitor 8%, PLK1 PBD block -5%, IL2 activator 4.5, PI5P4Ka inh -4, FUS yeast rescue 4%, Abeta rescue 1%, EPAC1 agonist -4% and EPAC1 antagonist -10%.
O=C(NCc1ccc(Cl)cc1)C(=O)NCC1CCCN1S(=O)(=O)c1cccs1 (stereo unspecified) was read as WRN inhibitor -2%, PLK1 PBD block 0%, IL2 activator -1.3, PI5P4Ka inh -3, FUS yeast rescue 25%, Abeta rescue -12%, EPAC1 agonist -3% and EPAC1 antagonist 1%.
Screening Cc1nn(Cc2ccc(Cl)cc2)c(C)c1NC(=O)CCCn1nc(C)c([N+](=O)[O-])c1C returned WRN inhibitor -2%, PLK1 PBD block -4%, IL2 activator -0.4, PI5P4Ka inh -4, Abeta rescue 4%, EPAC1 agonist -7% and EPAC1 antagonist 3%.
COc1ccc(N(C(=O)c2ccco2)C(C(=O)NC2CCCC2)c2ccc(N3CCOCC3)cc2)c(OC)c1 (stereo unspecified) was read as WRN inhibitor 7%, PLK1 PBD block -5%, IL2 activator 0.1, PI5P4Ka inh 0, FUS yeast rescue 27%, Abeta rescue 10%, EPAC1 agonist 2% and EPAC1 antagonist 0%.
`COc1ccc(NC(=O)N2CCN(c3nc4ccccc4n3C(C)C)CC2)cc1` gave WRN inhibitor -5%, PLK1 PBD block 1%, IL2 activator -0.3, PI5P4Ka inh 0, FUS yeast rescue 13%, Abeta rescue 7%, EPAC1 agonist -14% and EPAC1 antagonist -14%.
For NC(=O)COC(=O)c1cccc(NS(=O)(=O)/C=C/c2ccccc2)c1 the results were WRN inhibitor 0%, PLK1 PBD block 3%, IL2 activator -5.4, PI5P4Ka inh 2, Abeta rescue -2%, EPAC1 agonist -8% and EPAC1 antagonist -18%.
For COc1ccc(NC(=O)c2ccccc2CC[N+](=O)[O-])cc1 the results were WRN inhibitor -7%, PLK1 PBD block -6%, IL2 activator 0.0, PI5P4Ka inh 2, FUS yeast rescue 9%, Abeta rescue 4%, EPAC1 agonist 0% and EPAC1 antagonist -23%.
COCCn1c(N)c(N(Cc2ccccc2)C(=O)c2ccc(C#N)cc2)c(=O)[nH]c1=O was read as WRN inhibitor 4%, PLK1 PBD block 8%, IL2 activator 2.0, PI5P4Ka inh 3, FUS yeast rescue -18%, Abeta rescue 4%, EPAC1 agonist -10% and EPAC1 antagonist -4%.
Cc1cc([N+](=O)[O-])nn1CC(=O)N1CCCc2ccccc21 was read as WRN inhibitor -15%, PLK1 PBD block -14%, IL2 activator -0.1, PI5P4Ka inh -6, Abeta rescue 19%, EPAC1 agonist 9% and EPAC1 antagonist 9%.
Screening COc1ccc(OC)c(NC(=O)c2cc3n(n2)C(C(F)(F)F)CC(c2ccc4c(c2)OCO4)N3)c1 (stereo unspecified) returned WRN inhibitor -16%, PLK1 PBD block 0%, IL2 activator -2.4, FUS yeast rescue 27%, Abeta rescue 2%, EPAC1 agonist 5% and EPAC1 antagonist -8%.
COc1ccccc1N(Cc1cc(=O)[nH]c2ccccc12)C(=O)c1cccc([N+](=O)[O-])c1 was read as WRN inhibitor 7%, PLK1 PBD block 30µM*, IL2 activator -1.7, PI5P4Ka inh -13, FUS yeast rescue 3%, Abeta rescue -6%, EPAC1 agonist -5% and EPAC1 antagonist 0%.
`CC(NC(=O)c1ccccc1NC(=O)CN1CCc2ccccc2C1)c1ccccc1` (stereo unspecified) gave WRN inhibitor -12%, PLK1 PBD block -1%, IL2 activator 0.2, PI5P4Ka inh 13, FUS yeast rescue 21%, Abeta rescue 11%, EPAC1 agonist 21% and EPAC1 antagonist -5%.
`Cc1cccc(C)c1NC(=O)CSc1nnc(C)c(=O)[nH]1` gave WRN inhibitor -4%, PLK1 PBD block -16%, IL2 activator 0.4, PI5P4Ka inh 0, FUS yeast rescue 3%, Abeta rescue 0%, EPAC1 agonist 1% and EPAC1 antagonist 6%.
For COc1cccc(NC(=O)c2ccn(C)n2)c1 the results were WRN inhibitor 2%, PLK1 PBD block -9%, IL2 activator 3.6, PI5P4Ka inh 0, FUS yeast rescue -4%, Abeta rescue 3%, EPAC1 agonist 6% and EPAC1 antagonist 2%.
For O=C(O)c1ccc(/C=N/N2CCN(c3ccccc3)CC2)cc1 the results were WRN inhibitor 4%, PLK1 PBD block -4%, IL2 activator -0.6, PI5P4Ka inh 2, FUS yeast rescue -10%, Abeta rescue -13%, EPAC1 agonist 6% and EPAC1 antagonist -18%.
COc1cccc(CNC(=O)[C@@H](C)N2C(=O)N3CCc4c([nH]c5ccc(OC)cc45)C3(C)C2=O)c1 (stereo partly specified) was read as WRN inhibitor 3%, PLK1 PBD block 3%, IL2 activator 0.3, PI5P4Ka inh 0, FUS yeast rescue -7%, Abeta rescue -13%, EPAC1 agonist -11% and EPAC1 antagonist 10%.
CCOc1cc(C(=S)N2CCCCC2)ccc1OS(=O)(=O)c1ccc(Cl)cc1 was read as WRN inhibitor -8%, PLK1 PBD block -9%, IL2 activator -4.2, FUS yeast rescue 26%, Abeta rescue inconclusive, EPAC1 agonist 14% and EPAC1 antagonist -1%.

3 compounds out of the list, ordered by formula weight, highest first.
Screening COc1ccc(OC)c(NC(=O)c2cc3n(n2)C(C(F)(F)F)CC(c2ccc4c(c2)OCO4)N3)c1 (stereo unspecified) returned WRN inhibitor -16%, PLK1 PBD block 0%, IL2 activator -2.4, FUS yeast rescue 27%, Abeta rescue 2%, EPAC1 agonist 5% and EPAC1 antagonist -8%.
O=C(CSC1CCCCC1)Nc1nccs1 was read as WRN inhibitor -9%, PLK1 PBD block 0%, IL2 activator 0.8, PI5P4Ka inh -2, FUS yeast rescue inconclusive, Abeta rescue 5%, EPAC1 agonist -6% and EPAC1 antagonist -3%.
For COc1cccc(NC(=O)c2ccn(C)n2)c1 the results were WRN inhibitor 2%, PLK1 PBD block -9%, IL2 activator 3.6, PI5P4Ka inh 0, FUS yeast rescue -4%, Abeta rescue 3%, EPAC1 agonist 6% and EPAC1 antagonist 2%.
